Bioassay records deposited in PubChem by The Scripps Research Institute Molecular Screening Center.
GPR151 ag: activates the human receptor GPR151. Q8TDV0. PathHunter beta-arrestin GPR151 cells, luminescence. activation, % at 11.2 µM. hit rate 1% among 650,000. AID 1508602; in the data active = activation above about 4.9%;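 note: 0% = median of compound wells and 100% = cells with positive control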
Target sequence (Q8TDV0 whole entry, looked up): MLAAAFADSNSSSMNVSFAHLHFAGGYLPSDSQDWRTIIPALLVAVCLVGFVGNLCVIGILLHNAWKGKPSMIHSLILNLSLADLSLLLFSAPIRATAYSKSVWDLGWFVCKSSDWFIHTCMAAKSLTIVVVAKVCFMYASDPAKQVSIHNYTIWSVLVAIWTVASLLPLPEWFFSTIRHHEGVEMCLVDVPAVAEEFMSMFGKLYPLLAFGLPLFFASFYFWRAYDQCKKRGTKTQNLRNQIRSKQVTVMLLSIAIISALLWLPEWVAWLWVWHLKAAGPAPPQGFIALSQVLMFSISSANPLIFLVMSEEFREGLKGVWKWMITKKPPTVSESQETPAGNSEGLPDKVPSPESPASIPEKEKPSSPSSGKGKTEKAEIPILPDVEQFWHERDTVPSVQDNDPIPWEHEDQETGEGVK
TEAD-YAP inh: TEAD-YAP interaction inhibition | inhibition, % at 9.12 µM | hit rate 1.4% among 640,000 | HEK-TIYL cells, TEAD-Gal4/YAP UAS-luciferase luminescence | AID 1259422; in the data active = inhibition above about 32%;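 note: 0% = median of test compound wells and 100% = reference inhibitor wells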
MITF primary: blocks human microphthalmia-associated transcription factor; O75030; AlphaScreen MITF homodimerization, bead proximity signal; inhibition, % at 2.6 µM; hit rate 0.91% among 650,000; AID 1259374; in the data active = inhibition above about 50%;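 note: 0% = vehicle wells with protein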
Target sequence (O75030 whole entry, looked up): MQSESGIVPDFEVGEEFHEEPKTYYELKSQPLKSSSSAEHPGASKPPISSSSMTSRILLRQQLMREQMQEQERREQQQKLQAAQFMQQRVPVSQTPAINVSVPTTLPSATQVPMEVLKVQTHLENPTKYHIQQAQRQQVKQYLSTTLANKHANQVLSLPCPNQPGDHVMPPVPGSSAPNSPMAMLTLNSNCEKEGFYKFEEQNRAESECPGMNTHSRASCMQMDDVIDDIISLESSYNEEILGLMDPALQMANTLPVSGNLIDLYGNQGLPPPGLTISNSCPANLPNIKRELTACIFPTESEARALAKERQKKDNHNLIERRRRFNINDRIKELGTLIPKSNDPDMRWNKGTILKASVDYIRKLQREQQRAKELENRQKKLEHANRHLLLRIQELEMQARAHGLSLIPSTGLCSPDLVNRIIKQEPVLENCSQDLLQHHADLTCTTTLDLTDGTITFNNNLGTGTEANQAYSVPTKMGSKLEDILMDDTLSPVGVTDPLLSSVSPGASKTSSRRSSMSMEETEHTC
FBW7 activator: human FBW7 E3 ligase activation, primary screen. Q969H0. normalized activity (activation), % at 26.1 µM. AID 1259310. AlphaScreen FBW7–phospho-cyclin E peptide binding, activator screen. hit rate 0.13% among 650,000; in the data active = normalized activity above about 1.9%;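 note: purified mutant Fbw7 with reduced substrate affinity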
* = called active by the depositor.

Values run as follows: TEAD-YAP inh, GPR151 ag, MITF primary, FBW7 activator
CCCCC(=O)Nc1nnc(-c2ccc(Cl)cc2)o1
    -1, 1.4, -9, 0.0
CCCCCOC(=O)CSc1nc2c(c(=O)n(C)c(=O)n2C)n1Cc1ccc(F)cc1
    6, 0.3, 1, -0.3
N#Cc1ccc(C(=O)N2CCN(Cc3ccccc3)CC2)c(F)c1
    0, -1.2, 2, -0.2
COc1ccccc1C(=O)Nc1ccnn1C1CCN(CCCc2ccccc2)CC1
    10, 2.2, 0, -0.2
COc1ccccc1CCNC(=S)Nc1cccc(C(C)=O)c1
    16, -1.0, 22, 0.8
COc1ccccc1NC(=O)CC1Nc2cc(C)c(C)cc2NC1=O (centres undefined)
    -8, 1.0, 7, 0.1
Cc1ccccc1C(=O)N1CCN=C1SCc1ccc(F)cc1
    7, 0.5, 7, 0.8
Cc1ccc(C(=O)N2C(=O)c3cccc(N)c3C2=O)o1
    -2, -0.6, 7, -0.1
COc1ccc(CNC(=O)CNS(=O)(=O)c2c(C)noc2C)cc1
    2, 1.4, 3, -0.1
CN(Cc1ccccc1)C(=O)c1nn2c(C(F)(F)F)cc(-c3cccs3)nc2c1Br
    10, 0.6, 4, 0.1
O=C(Cn1c2ccccc2c(=O)c2cc(Cl)ccc21)Nc1ccc(F)c(Cl)c1
    7, 0.7, 0, 0.1
CC(C)NC(=O)CN1C(=O)[C@@H]2CCCN2C(=O)c2ccccc21
    2, 0.0, 0, -0.1
CCCCN(C)S(=O)(=O)c1ccc2c(c1)c(=O)n(C)c(=O)n2C
    -2, -1.0, -7, -0.1
CC(=O)c1ccc(N2CCN(C(=O)CCc3nc(-c4ccc(C)cc4)no3)CC2)cc1
    4, 0.8, 0, -0.1
O=c1nc(SCc2c(F)cccc2Cl)c2c(n1CCCO)CCCC2
    -14, 5.1*, 6, -0.4
COc1c(OCC(O)CNCC(C)C)cc2c(C)cc(=O)oc2c1OC (centres undefined)
    9, -0.8, 17, 0.8
Cc1noc(C)c1CC1(C)C(=O)Nc2ccc(S(=O)(=O)NC3CCCCC3)cc21 (centres undefined)
    -2, -0.7, 4, 0.1
CN(C)c1ccc(C(CC(=O)O)NC(=O)c2ccc(Cl)cc2)cc1 (centres undefined)
    -2, 2.6, 1, -0.1
CCOC(=O)c1c(NC(=O)COc2cccc(Br)c2)sc(C)c1C
    -7, 1.6, 9, -0.1
O=C(NCc1ccncc1)c1cc2cccnc2nc1C(F)(F)F
    10, 1.1, 13, 0.2
CCCN1CCC(N2C[C@H](NCc3ccccc3Cl)C[C@H]2C(=O)NC(C)C)CC1
    -2, -0.3, -5, -0.1
O=C(NCc1ccccn1)c1nnc(Cc2ccc3c(c2)OCO3)o1
    -1, 1.9, 3, -0.1
CC1(C)CC(NC(=O)Cn2cccc([N+](=O)[O-])c2=O)CC(C)(C)N1
    -6, -1.0, -11, 0.1
COCC(C)NCC(O)COc1cc(C)c(Cl)cc1C(C)C (centres undefined)
    -1, 0.8, 12, -0.1
CC(C)N(C(=O)CSc1nnc(CSc2ncccn2)n1C)C(C)C
    10, -0.2, 2, 0.1
COc1ccc(S(=O)(=O)N(CC(=O)O)c2cccc(Cl)c2)cc1
    1, -0.6, 12, 0.0
c1ccc(-n2cnc3c(NC4CC4)nc(Nc4cccnc4)nc32)cc1
    42*, -2.0, 5, 0.0
N#C/C(=C\c1ccc(OC(F)F)cc1)C(=O)Nc1ccccn1
    4, 1.4, 4, 0.2
COc1cc(OC)c(NS(=O)(=O)c2ccc(OC)c(Br)c2)cc1Cl
    3, -1.3, -15, -0.1
O=[N+]([O-])c1cccc(/C(=N/O)N2CCOCC2)c1
    16, 0.7, 8, -0.1

A draw from above in order of SMILES length, ascending:
Values run as follows: TEAD-YAP inh, GPR151 ag, MITF primary, FBW7 activator
O=[N+]([O-])c1cccc(/C(=N/O)N2CCOCC2)c1
    16, 0.7, 8, -0.1
CCOC(=O)c1c(NC(=O)COc2cccc(Br)c2)sc(C)c1C
    -7, 1.6, 9, -0.1
c1ccc(-n2cnc3c(NC4CC4)nc(Nc4cccnc4)nc32)cc1
    42*, -2.0, 5, 0.0

Later entries
Values run as follows: TEAD-YAP inh, GPR151 ag, MITF primary, FBW7 activator
C[C@H](NS(=O)(=O)c1ccc(F)cc1)C(=O)OCC(=O)c1c(N)n(C)c(=O)n(C)c1=O
    9, -1.2, 10, 0.1
C=CCNC(=O)c1ccccc1NC(=O)c1ccc(-c2ccccc2)cc1
    -2, -0.1, 1, 0.2
COCC(O)CN1CCN(c2ccc([N+](=O)[O-])cc2)CC1 (centres undefined)
    -3, 0.0, 1, 0.1
CC(C(=O)N1CCn2c(nnc2C2CC2)C1)n1cnc2ccccc2c1=O (centres undefined)
    11, 0.8, 4, 0.1
CCN1c2ncccc2C(=O)NC12CCN(C(=O)c1cscn1)CC2
    -7, -0.9, 16, 0.2
Cc1cccc2cc(CNCC3CCCO3)c(Cl)nc12 (centres undefined)
    -3, -0.4, -3, -0.1
Cn1c(=O)c2c(nc(SCC(N)=O)n2C)n(C)c1=O
    0, 0.3, -6, -0.1
COC(=O)c1c2c(c3ccccc3c1O)OC(c1ccc(OC)cc1)(c1ccc(OC)cc1)C=C2
    -3, -0.9, -4, -0.1
N#Cc1ccc(NC(=O)NCCCNc2nc3cc4c(cc3cc2C#N)OCO4)cc1
    -4, 0.0, 1, 0.0
COc1ccccc1N1CCN(C(=O)CSc2nc3ccccc3c(=O)n2Cc2ccc3c(c2)OCO3)CC1
    9, 1.5, -120, -0.1
Cc1ccc2c(c1)-c1c(cnn1CC(=O)N1C(C)CCCC1C)CO2 (centres undefined)
    1, 0.0, 3, 0.0
CC(NC(=O)c1nn2c(c1Br)NC(c1cccs1)CC2C(F)(F)F)c1ccccc1 (centres undefined)
    10, 0.2, 2, 0.0
O=C(CC(C(=O)O)N1CCN(c2ccc3c(c2)OCO3)CC1)c1ccc(Cl)cc1 (centres undefined)
    9, -0.4, -2, 0.3
COc1ccc2c(c1OC)C(=O)OC2Nc1ccc(F)cc1 (centres undefined)
    3, 0.9, -10, 0.0
COc1ccc(NC(=O)CSc2nnc(Cc3ccccc3)n2-n2cccc2)cc1OC
    5, 0.3, -8, -0.2
O=C(Nc1ccccc1I)c1ccccc1Cl
    -2, 0.3, -13, -0.1
CCCCCc1ccc(-c2ccc(C(=O)Nc3ccc(OC(=O)c4ccc(-c5ccc(CCCCC)cn5)cc4)cc3)cc2)nc1
    1, 0.7, 1, -0.1
O=C(Nc1nnc2n1CCS2)c1cc(Br)ccc1Cl
    0, -0.6, 12, -0.2
O=C(O)COc1ccc(/C=C2/C(=O)NC(=O)N(c3cccc(C(F)(F)F)c3)C2=O)cc1
    -1, 1.7, 13, 0.1
Cc1ccc(CC(=O)Nc2cccc(C#N)c2)cc1
    -13, -0.2, -2, -0.2
CCCc1nn(C(C)C(=O)NCc2ccncc2)c(=O)c2cc3ccsc3n12 (centres undefined)
    -12, -0.7, 4, -0.2
O=C(Nc1cc([N+](=O)[O-])ccc1C(=O)NCc1ccco1)c1cccs1
    14, -1.7, 14, 0.4
COc1ccccc1C(=O)Nc1cc2c3c(c1)C1CCCC1CN3CC1CCCC21 (centres undefined)
    4, -1.2, 5, 0.1
Cc1ccc(NC(=S)NC(=O)c2cccs2)c([N+](=O)[O-])c1
    -31, 0.0, 14, -0.3
COc1cccc(NC(=O)CSc2nnc(NC(=O)C3CCC3)s2)c1
    -4, 1.4, -12, 0.2
CCCC(=O)OCC(=O)Nc1ccc(C(N)=O)cc1
    0, -1.0, -2, -0.1
Cc1nn(-c2ccccc2)c(C)c1N1CCN(C(=O)C2(c3ccccc3)CCOCC2)CC1
    4, 0.1, 6, 0.0
CCN1CCN(C(c2cccs2)c2ccc3cccnc3c2O)CC1 (centres undefined)
    88*, 0.9, 18, -0.5
O=c1/c(=C/c2cc(Br)cc([N+](=O)[O-])c2O)sc2nc3ccccc3n12
    -3, -0.3, -1, -0.1
O=C(CCN1C(=O)c2ccccc2C1=O)Nc1cccc([N+](=O)[O-])c1
    8, -0.7, 5, 0.5
CCC(=O)Nc1cccc(NC(=O)COc2cc(C)cc(C)c2)c1
    9, 0.3, -2, 0.1
CC1(C)c2ccccc2N(c2ccccc2)C12C=Cc1cc([N+](=O)[O-])cc(Cl)c1O2 (centres undefined)
    14, 0.8, 10, -0.1
Cc1ccc(-n2ncc3c(=O)n(CC(=O)N4CCCCC4)cnc32)cc1C
    -1, -1.2, 0, -0.1
O=C(CNc1ccc(Br)cc1Br)N/N=C/c1ccccc1O
    16, 0.0, -13, 1.8
FC(F)(F)c1ccc(Cn2cnc3c(Nc4ccccc4)nc(-c4csc5ccccc45)nc32)cc1
    3, 0.0, 7, -0.1
O=C(N[C@H]1C[C@H]2C(=O)N3CCC[C@@H]3C(=O)N2C1)c1cc(F)cc(F)c1
    -17, -1.9, -8, 0.1
CCOC(=O)CNC(=O)CN1C(=O)CCSc2ccccc21
    -4, 0.4, 0, -0.2
COC(=O)COc1ccc(=O)n(C)n1
    -6, -1.0, 8, 0.7
CCOC(=O)C1=C(C)N=c2s/c(=C/c3ccc(-c4ccccc4C#N)o3)c(=O)n2C1c1cc(OC)c(OC)c(OC)c1 (centres undefined)
    4, 0.6, -7, -0.1
CS(=O)(=O)N(CC(=O)N1CCN(c2ccccc2)CC1)c1cc(C(F)(F)F)ccc1Cl
    14, 1.8, 12, 0.2
COCCOC(=O)C1=C(C)NC(=S)NC1c1ccc(O)cc1 (centres undefined)
    5, -0.1, 10, 0.6
O=C(N/N=C/c1c(Cl)cccc1Cl)c1ccc([N+](=O)[O-])cc1
    5, -0.3, -1, 0.1
O=C(NCc1ccco1)C(=O)Nc1cccc(Cl)c1Cl
    5, 0.6, -3, -0.1
CCN(CC)S(=O)(=O)c1ccc(NN=c2c(=O)c3ccccc3c2=O)cc1
    7, 2.4, 11, -0.1
O=C(O)C(Cc1ccccc1)N=Cc1c(O)c2ccccc2oc1=O (centres undefined)
    -9, -0.1, 11, 0.5
CCCCNC(=O)c1ccccc1O[C@@H]1O[C@H](COC(C)=O)[C@@H](OC(C)=O)[C@H](OC(C)=O)[C@H]1NC(C)=O
    -5, -0.7, 7, 0.0
Cc1ccc(C)c(C(=O)NCc2nc(-c3ccc(Cl)cc3)no2)c1
    8, -0.3, 4, -0.1
COc1ccccc1N1CCN(C(=O)c2cc(-c3ccccc3O)on2)CC1
    -3, -0.1, 12, 0.1
CCOC(=O)N/N=C/c1cccc(F)c1
    -28, 0.9, -8, 0.0
COc1ccc(Cl)cc1NC(=O)/C=C/c1ccco1
    -5, -0.3, 5, -0.1
CSCCNC(=O)c1cccc(OC2CCN(S(=O)(=O)N(C)C)CC2)c1
    -5, 0.3, 5, -0.2
COc1ccccc1CN1C(=O)C2C(C(=O)Nc3ccc(Cl)cc3)C3C=CC2(O3)C1C(=O)NC1CCCCC1 (centres undefined)
    7, 0.9, -6, -0.1
CN(CCc1ccccc1)C1CCCN(C(=O)CN2CCCC2=O)C1 (centres undefined)
    8, -0.5, 15, 0.1
Cc1ccc(C(C)CCN2CCC(n3nccc3NC(=O)Cc3ccccc3)CC2)o1 (centres undefined)
    -17, 2.3, -6, -0.1
O=C(Nc1ccc2c(c1)Cc1ccccc1-2)C1CC(=O)N(Cc2ccccc2)C1 (centres undefined)
    1, -0.8, -2, 0.0
CC(C)n1cc(/C=C2\C(=O)NC(=O)N(c3ccc4c(c3)OCO4)C2=O)c2ccccc21
    -11, 1.4, -3, -0.1
CCOc1ccc(-n2c(SCC(N)=O)nnc2-c2ccccc2)cc1
    1, -0.6, 13, 0.2
COc1ccccc1N1CCN(C(=O)C(NC(=O)C2CCC(C)CC2)C(C)C)CC1 (centres undefined)
    -5, 0.4, -5, 0.0
O=[N+]([O-])c1ccc2c(c1)ncn2C1CCCCC1
    4, -0.3, -26, 0.0
CCC(=O)N1CCc2cc(Br)cc(S(=O)(=O)NCCCN(CC)CC)c21
    -6, -0.2, 5, -0.2

Next part
Values run as follows: TEAD-YAP inh, GPR151 ag, MITF primary, FBW7 activator
COc1cccc(OC)c1C(=O)Nc1cccc(NC(=O)c2ccco2)c1
    -11, 0.6, 0, 0.1
O=C1CN(C(=O)COC(=O)c2c3c(nc4ccccc24)CCCCC3)c2ccccc2N1
    -2, 0.4, 6, -0.2
Cn1cccc1CN1CCN(C(=O)c2cccc(F)c2)CC1
    10, 2.6, 27, -0.1
Cc1cccc(-n2nc3c(c2NC(=O)C2CCCCC2)CS(=O)(=O)C3)c1C
    1, -2.5, 14, -0.2
CC(C)C(NC(=O)C1CCOC1)c1nnc2n1CCN(Cc1ccoc1)CC2 (centres undefined)
    -5, 1.4, -10, -0.1
Cc1cccc(NC(C)C(=O)N/N=C/c2ccc(C)o2)c1 (centres undefined)
    8, 0.7, 12, 0.1
Cc1cc[n+](CC(=O)c2ccc(Br)cc2)c2ccccc12
    2, 2.1, -10, 0.1

Full records as entered above.
Cc1cccc(NC(C)C(=O)N/N=C/c2ccc(C)o2)c1 (centres undefined) in the list: TEAD-YAP inh: 8; GPR151 ag: 0.7; MITF primary: 12; FBW7 activator: 0.1
COc1cccc(OC)c1C(=O)Nc1cccc(NC(=O)c2ccco2)c1 in the list: TEAD-YAP inh: -11; GPR151 ag: 0.6; MITF primary: 0; FBW7 activator: 0.1
